M. tuberculosis – growth inhibition of non-replicating M. tuberculosis (AID 488890) | inhibition, % at 25 µM; hits with a dose series show IC50 in µM | Mycobacterium tuberculosis non-replicating, growth inhibition; higher % means a stronger effect | 0.39% of 320,000 active; in the data active means a potency from the dose series; inconclusive means inhibition mostly from about 82% at the one dose, without a potency; inactive means the rest, 99 in 100 with inhibition below about 76%;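 further: plate controls were DMSO cells for no effect and high antibiotic wells for full effect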
Salmonella PhoP GFP – PhoP regulon inhibitors, Salmonella typhi PhoP promoter GFP reporter, confirmatory (AID 1850); 0.33% of 310,000 active; inhibition, % at 50 µM; hits with a dose series show IC50 in µM; Salmonella Typhi PhoP-promoter GFP reporter, fluorescence, 4 h; higher % means a stronger effect; in the data active means a potency from the dose series; inconclusive means inhibition mostly from about 25% at the one dose, without a potency; inactive means the rest, 99 in 100 with inhibition below about 19%;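 further: 0% = induced wells with vehicle and 100% = uninduced wells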
H1N1 NS1A inhibition – H1N1 influenza NS1A inhibitors, functional cell based assay (AID 504329) | NS1A functional cell-based assay, percent inhibition; higher % means a stronger effect | inhibition, % at 12.5 µM, or IC50 in µM where a hit was titrated | 0.3% of 340,000 active; in the data active means a potency from the dose series; inconclusive means inhibition above about 27% without an active follow-up result; further: strong numbers were not always called active
H37Rv inhibition – M. tuberculosis growth inhibition, HTS (AID 449762). 0.59% of 330,000 active. inhibition, % at 25 µM, or IC50 in µM where a hit was titrated. M. tuberculosis H37Rv growth inhibition, 7H9 media; higher % means a stronger effect; in the data active means a potency from the dose series; inconclusive means inhibition above about 70% without an active follow-up result;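 further: bacterial growth assessed after seven days of incubation; strong numbers were not always called active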
inhibitors of VEEV – inhibitors of VEEV TC-83 cytopathic effect, confirmation, Vero cells (AID 588727); Vero cells, VEEV TC-83 cytopathic effect inhibition; higher % means a stronger effect; inhibition, % at 20 µM; hits with a dose series show IC50 in µM; 0.13% of 350,000 active; in the data active means a potency from the dose series; inconclusive means inhibition mostly from about 14% at the one dose, without a potency; inactive means the rest, 99 in 100 with inhibition below about 12%; further: strong numbers were not always called active
inhibitors of VEEV 10K pilot screen – also measured in inhibitors of VEEV; calls as there; inhibition, %; measured here: 10K pilot screen inhibition
Active calls of the source: *. The order is random; overall some 1.4% were active at least once.

Results for COc1ccc(OCC(=O)NNC(=O)c2ccccn2)cc1 ?
M. tuberculosis: inactive; Salmonella PhoP GFP: 11%; H1N1 NS1A inhibition: 1%; H37Rv inhibition: inconclusive; inhibitors of VEEV: 0.8%

Results for CSc1nnc(-c2cnccn2)n1CCCN1CCCC1=O ?
M. tuberculosis: -1%; Salmonella PhoP GFP: -5%; H1N1 NS1A inhibition: -3%; H37Rv inhibition: 0%; inhibitors of VEEV: 2.7%

How did Cc1nnc(-c2cnn(C)c2N)n1Cc1cccc(Cl)c1 do in these assays?
M. tuberculosis: -5%; Salmonella PhoP GFP: 5%; H1N1 NS1A inhibition: 2%; H37Rv inhibition: -9%; inhibitors of VEEV: 1.4%

How did CCCn1c(=O)c(C(=O)NNC(=O)c2cccc([N+](=O)[O-])c2)c(O)c2ccccc21 do in these assays?
M. tuberculosis: -7%; Salmonella PhoP GFP: -5%; H1N1 NS1A inhibition: -6%; H37Rv inhibition: 2%; inhibitors of VEEV: 1.4%

How did Cc1nc2ccccc2c(=O)n1-c1ccc([N+](=O)[O-])cc1 do in these assays?
M. tuberculosis: 32%; Salmonella PhoP GFP: -5%; H1N1 NS1A inhibition: -1%; H37Rv inhibition: -1%; inhibitors of VEEV: 1.0%

What do the screens show for `Cc1ccc(Cn2nc3c4cc(F)ccc4n(Cc4ccc(F)cc4)cc-3c2=O)cc1`?
H1N1 NS1A inhibition: -11%; inhibitors of VEEV: 1.6%

What do the screens show for `c1ccc(OCCOc2cccc3cccnc23)cc1`?
M. tuberculosis: 47%; Salmonella PhoP GFP: -9%; H1N1 NS1A inhibition: -4%; H37Rv inhibition: 8%; inhibitors of VEEV: 0.7%

What do the screens show for `CC(=O)c1ccc(N2CCN(c3ccc(C(F)(F)F)cn3)CC2)cc1`?
M. tuberculosis: 47%; Salmonella PhoP GFP: -5%; H1N1 NS1A inhibition: -1%; H37Rv inhibition: 0%; inhibitors of VEEV: 1.1%

What do the screens show for `O/N=C/c1ccccc1Oc1ccc(Cl)cc1`?
M. tuberculosis: 12%; Salmonella PhoP GFP: -15%; H1N1 NS1A inhibition: -12%; H37Rv inhibition: 6%; inhibitors of VEEV: 0.5%

How did COCCSc1nc(N)c2c3c(sc2n1)CN(C)CC3 do in these assays?
M. tuberculosis: -3%; Salmonella PhoP GFP: -14%; H1N1 NS1A inhibition: -11%; H37Rv inhibition: 0%; inhibitors of VEEV: 4.3%

Results for CCOC(=O)c1c(N2C(=O)C3C4C=CC(C4)C3C2=O)sc2c1CCC(C)C2 (configuration not stated) ?
M. tuberculosis: -3%; Salmonella PhoP GFP: 0%; H1N1 NS1A inhibition: -3%; H37Rv inhibition: -4%; inhibitors of VEEV: 1.3%

Results for CN(C)/C=N/C(=S)Nc1ccc(Cl)cc1Cl ?
M. tuberculosis: 6%; Salmonella PhoP GFP: 8%; H1N1 NS1A inhibition: -8%; H37Rv inhibition: -6%; inhibitors of VEEV: 2.1%

What do the screens show for `O=C(c1cccc([N+](=O)[O-])c1)N1CCN(c2ccc(Cl)cc2)CC1`?
M. tuberculosis: 12%; Salmonella PhoP GFP: 4%; H1N1 NS1A inhibition: 5%; H37Rv inhibition: -2%; inhibitors of VEEV: 0.1%

What do the screens show for `CC1Cc2ccccc2N1C(=O)C1CCCN(S(=O)(=O)c2cccc3nsnc23)C1` (configuration not stated)?
M. tuberculosis: 30%; Salmonella PhoP GFP: 1%; H1N1 NS1A inhibition: 3%; H37Rv inhibition: 3%; inhibitors of VEEV: 2.5%

What do the screens show for `CC(C)CC(NC=C1C(=O)OC(C)(C)OC1=O)C(=O)O` (configuration not stated)?
M. tuberculosis: -14%; Salmonella PhoP GFP: 11%; H1N1 NS1A inhibition: -3%; H37Rv inhibition: -10%; inhibitors of VEEV: 1.7%

3 records drawn at random from those above:
What do the screens show for `Cc1ccc(Cn2nc3c4cc(F)ccc4n(Cc4ccc(F)cc4)cc-3c2=O)cc1`?
H1N1 NS1A inhibition: -11%; inhibitors of VEEV: 1.6%

How did CCCn1c(=O)c(C(=O)NNC(=O)c2cccc([N+](=O)[O-])c2)c(O)c2ccccc21 do in these assays?
M. tuberculosis: -7%; Salmonella PhoP GFP: -5%; H1N1 NS1A inhibition: -6%; H37Rv inhibition: 2%; inhibitors of VEEV: 1.4%

How did Cc1nnc(-c2cnn(C)c2N)n1Cc1cccc(Cl)c1 do in these assays?
M. tuberculosis: -5%; Salmonella PhoP GFP: 5%; H1N1 NS1A inhibition: 2%; H37Rv inhibition: -9%; inhibitors of VEEV: 1.4%

Continuation.
What do the screens show for `O=C1OC[C@@H]2CCCN2C(=O)[C@@H](CC(=O)N(CCO)Cc2ccccc2)C/C=C\C[C@H]1Cc1ccc(F)cc1`?
M. tuberculosis: 33%; H1N1 NS1A inhibition: 4%; H37Rv inhibition: -5%; inhibitors of VEEV: 5.2%

What do the screens show for `CC(=O)Nc1ccc(NC(=O)C/C(C)=N/NC(=O)c2cccc3ccccc23)cc1`?
M. tuberculosis: 5%; Salmonella PhoP GFP: 8%; H1N1 NS1A inhibition: -8%; H37Rv inhibition: 8%; inhibitors of VEEV: 2.5%

Results for Cc1ccn(CC(=O)N2CCCC(N3CCN(c4cccc(Cl)c4)CC3)C2)n1 (configuration not stated) ?
M. tuberculosis: 7%; Salmonella PhoP GFP: 4%; H1N1 NS1A inhibition: -4%; H37Rv inhibition: 14%; inhibitors of VEEV: 0.1%

How did COc1ccc(S(=O)(=O)NCCC(=O)NCc2ccc(F)cc2)cc1 do in these assays?
M. tuberculosis: 13%; Salmonella PhoP GFP: 0%; H1N1 NS1A inhibition: 1%; H37Rv inhibition: -8%; inhibitors of VEEV: 3.2%; inhibitors of VEEV 10K pilot screen: 1.3

How did Cc1ccc2cc(CCNC(=O)Cc3cccs3)c(=O)[nH]c2c1 do in these assays?
Salmonella PhoP GFP: -1%; H1N1 NS1A inhibition: 8%; H37Rv inhibition: -6%; inhibitors of VEEV: 8.3%

What do the screens show for `Nc1nc(CSC(=S)N2CCOCC2)nc(Nc2ccccc2)n1`?
M. tuberculosis: 18%; Salmonella PhoP GFP: -9%; H1N1 NS1A inhibition: -23%; H37Rv inhibition: -8%; inhibitors of VEEV: 0.1%

What do the screens show for `Cc1ccc(F)cc1NC(=O)COC(=O)C1CCN(c2ccc(C(F)(F)F)cn2)CC1`?
M. tuberculosis: 15%; Salmonella PhoP GFP: 5%; H1N1 NS1A inhibition: -6%; H37Rv inhibition: 24%; inhibitors of VEEV: 1.4%

Results for COc1ccc(NC(=O)C2Cc3ccccc3CN2C(=O)c2ccco2)cc1 (configuration not stated) ?
M. tuberculosis: 3%; Salmonella PhoP GFP: 0%; H1N1 NS1A inhibition: 7%; H37Rv inhibition: -7%; inhibitors of VEEV: inactive

Results for COc1ccc(C2=NN(S(C)(=O)=O)C(c3ccc4nccnc4c3)C2)cc1 (configuration not stated) ?
M. tuberculosis: -1%; Salmonella PhoP GFP: -4%; H1N1 NS1A inhibition: -4%; H37Rv inhibition: -23%; inhibitors of VEEV: 0.6%

How did O=C(Nc1cccc([N+](=O)[O-])c1)c1cnccn1 do in these assays?
M. tuberculosis: 15%; Salmonella PhoP GFP: 1%; H1N1 NS1A inhibition: -8%; H37Rv inhibition: 2%; inhibitors of VEEV: 1.1%

What do the screens show for `O=C(CSCc1cccc(Cl)c1)OCc1nc2ccsc2c(=O)[nH]1`?
M. tuberculosis: 15%; Salmonella PhoP GFP: -12%; H1N1 NS1A inhibition: 7%; H37Rv inhibition: 0%; inhibitors of VEEV: 0.5%

What do the screens show for `COC(=O)c1ccc(CSc2nnc(CNC(=O)COc3ccc(Cl)cc3)o2)o1`?
M. tuberculosis: -6%; Salmonella PhoP GFP: -2%; H1N1 NS1A inhibition: 5%; H37Rv inhibition: 4%; inhibitors of VEEV: 0.2%

Results for CCCOC(=O)C(C)n1c(-c2ccccc2)nc2ccccc2c1=O (configuration not stated) ?
M. tuberculosis: 3%; Salmonella PhoP GFP: 3%; H1N1 NS1A inhibition: 24%; H37Rv inhibition: 6%; inhibitors of VEEV: 2.3%

What do the screens show for `CNc1nc(SC(C)C(=O)Nc2ccc(Cl)c(Cl)c2)nc(N2CCOCC2)n1` (configuration not stated)?
M. tuberculosis: -12%; Salmonella PhoP GFP: -9%; H1N1 NS1A inhibition: 4%; H37Rv inhibition: -5%; inhibitors of VEEV: 0.7%

Results for CN1C(=O)N(C)C(=O)C2(Cc3cc(N)ccc3N3CCN(c4ccccc4F)CC32)C1=O (configuration not stated) ?
M. tuberculosis: 47%; Salmonella PhoP GFP: -1%; H37Rv inhibition: -1%

For convenience, some entries already given:
What do the screens show for `O=C1OC[C@@H]2CCCN2C(=O)[C@@H](CC(=O)N(CCO)Cc2ccccc2)C/C=C\C[C@H]1Cc1ccc(F)cc1`?
M. tuberculosis: 33%; H1N1 NS1A inhibition: 4%; H37Rv inhibition: -5%; inhibitors of VEEV: 5.2%

What do the screens show for `CC(=O)Nc1ccc(NC(=O)C/C(C)=N/NC(=O)c2cccc3ccccc23)cc1`?
M. tuberculosis: 5%; Salmonella PhoP GFP: 8%; H1N1 NS1A inhibition: -8%; H37Rv inhibition: 8%; inhibitors of VEEV: 2.5%

The list continues.
Results for CC1CC(C)CN(C(=O)CCc2nnc3ccc(N4CCCCC4)nn23)C1 (configuration not stated) ?
M. tuberculosis: 7%; Salmonella PhoP GFP: -2%; H1N1 NS1A inhibition: 6%; H37Rv inhibition: -2%; inhibitors of VEEV: 2.5%

What do the screens show for `CCOC(=O)N1CCC(N2Cc3cccc(C(=O)Nc4ccc(F)cc4)c3C2=O)CC1`?
M. tuberculosis: -6%; Salmonella PhoP GFP: 3%; H1N1 NS1A inhibition: 13%; H37Rv inhibition: -6%; inhibitors of VEEV: 5.6%

Results for COc1cc(Cl)c(CN2CCC(CO)(CCOc3ccccc3)CC2)cc1OC ?
M. tuberculosis: 5%; Salmonella PhoP GFP: -6%; H1N1 NS1A inhibition: -4%; H37Rv inhibition: -6%; inhibitors of VEEV: 0.0%

What do the screens show for `CCOC(=O)Cc1csc(N/N=C\c2cccc(Br)c2)n1`?
M. tuberculosis: 7%; Salmonella PhoP GFP: -7%; H1N1 NS1A inhibition: -7%; H37Rv inhibition: -1%; inhibitors of VEEV: 1.0%

How did CCOC(=O)Cn1c(=O)oc2cc(S(=O)(=O)N(C)Cc3ccco3)ccc21 do in these assays?
H1N1 NS1A inhibition: -4%; H37Rv inhibition: -8%; inhibitors of VEEV: 1.1%

How did CCOC(=O)C1(Cc2ccccc2C(F)(F)F)CCN(C(C)CCn2cccn2)CC1 (configuration not stated) do in these assays?
M. tuberculosis: 23%; Salmonella PhoP GFP: 5%; H1N1 NS1A inhibition: -10%; H37Rv inhibition: 0%; inhibitors of VEEV: inactive

How did COc1cc(C(=O)NNC(=O)c2ccco2)cc(OC)c1OC do in these assays?
M. tuberculosis: -2%; Salmonella PhoP GFP: 6%; H1N1 NS1A inhibition: 4%; H37Rv inhibition: 6%; inhibitors of VEEV: 1.2%

What do the screens show for `CC(C)NC(=O)c1ccccc1NC(=O)C(C)Oc1ccccc1` (configuration not stated)?
M. tuberculosis: 3%; Salmonella PhoP GFP: -6%; H1N1 NS1A inhibition: 5%; H37Rv inhibition: 3%; inhibitors of VEEV: 0.7%

What do the screens show for `O=C(Oc1c(CN2CCOCC2)cc(Cl)c2cccnc12)c1ccccc1Cl`?
M. tuberculosis: inconclusive; Salmonella PhoP GFP: 4%; H1N1 NS1A inhibition: 14%; H37Rv inhibition: inconclusive; inhibitors of VEEV: 8.7%

Results for COC(=O)c1ccccc1NC(=O)/C=C/c1cc(OC)c(OC)c(OC)c1 ?
M. tuberculosis: 6%; Salmonella PhoP GFP: -7%; H1N1 NS1A inhibition: -8%; H37Rv inhibition: -11%; inhibitors of VEEV: inconclusive

What do the screens show for `CCOc1ccc(C(=O)OCC(=O)Nc2cccnc2Cl)cc1OCC`?
M. tuberculosis: 9%; H1N1 NS1A inhibition: -14%; H37Rv inhibition: -5%; inhibitors of VEEV: 2.1%

What do the screens show for `CCOC(=O)c1ccc(NC(=S)N(CCCN2CCN(C)CC2)Cc2cccs2)cc1`?
M. tuberculosis: 24%; Salmonella PhoP GFP: -11%; H1N1 NS1A inhibition: 2%; H37Rv inhibition: 4%; inhibitors of VEEV: 1.1%

What do the screens show for `COCCCN(C(=O)CSCc1ccc(C)cc1)c1c(N)n(Cc2ccccc2)c(=O)[nH]c1=O`?
M. tuberculosis: 9%; Salmonella PhoP GFP: 2%; H1N1 NS1A inhibition: -3%; H37Rv inhibition: -1%; inhibitors of VEEV: 7.5%

Source: PubChem (Southern Research Specialized Biocontainment Screening Center)
